Compound activity as filed in PubChem BioAssay.
S aureus QS inh: inhibitors of bacterial quorum sensing in S. aureus | AID 527 | 0.3% of 24,000 active | inhibition, % at 2 µM | S. aureus RN6390 RNAIII-GFP reporter, AIP-induced, flow cytometry 3 h;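 active = share of bacteria positive for the green fluorescent reporter and its mean brightness both inhibited by 50% or more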;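 note: 0% = AIP-stimulated control and 100% = unstimulated bacteria without AIP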
S aureus QS inh GFP MFI %: also measured in S aureus QS inh; calls as there; inhibition, %; measured here: inhibition of GFP MFI
Numbers without * were called inactive; & = joins results of further samples.

Start of the data: the first 6 compounds, to show the layout:
SMILES	S aureus QS inh	S aureus QS inh GFP MFI %
O=C(NCCCN1CCOCC1)c1ccc(CS(=O)(=O)c2ccc(Br)cc2)o1	-2.4	-5.2
NC(=O)NCC12CC3CC(CC(C3)C1)C2	-1.3	-3.5
Oc1c(Cl)cc(Cl)cc1Sc1cc(Cl)cc(Cl)c1O	-12.9	-29.1
CCN(CC)CC(=O)Nc1c(C)cccc1C	0.2&-1.9	2.5&-5.1
CC1CN(CCC(=O)Nc2ccc3c(c2)OCO3)CC(C)O1 (stereo not given)	-1.3	-3.3
O=C(CCCn1c(=O)[nH]c2cc(Cl)ccc2c1=O)NCCN1CCN(c2ccccc2)CC1	4.7	22.8

This part in full, repeating the preview:
SMILES	S aureus QS inh	S aureus QS inh GFP MFI %
O=C(NCCCN1CCOCC1)c1ccc(CS(=O)(=O)c2ccc(Br)cc2)o1	-2.4	-5.2
NC(=O)NCC12CC3CC(CC(C3)C1)C2	-1.3	-3.5
Oc1c(Cl)cc(Cl)cc1Sc1cc(Cl)cc(Cl)c1O	-12.9	-29.1
CCN(CC)CC(=O)Nc1c(C)cccc1C	0.2&-1.9	2.5&-5.1
CC1CN(CCC(=O)Nc2ccc3c(c2)OCO3)CC(C)O1 (stereo not given)	-1.3	-3.3
O=C(CCCn1c(=O)[nH]c2cc(Cl)ccc2c1=O)NCCN1CCN(c2ccccc2)CC1	4.7	22.8
CC1=C(C(=O)N2CCc3ccccc32)C2(CCC(C)CC2)OC1=O (stereo not given)	-1.5	-7.5
COc1ccc(NC(=O)CSc2nnc(Cc3cccn3C)n2CCc2ccccc2)cc1OC	0.6	33.3
COc1ccccc1-c1cc(C(=O)Nc2c(C)n(C)n(-c3ccccc3)c2=O)no1	7.4	15.3
CC1(C)O[C@@H]2C[C@H]3[C@@H]4C[C@H](F)C5=CC(=O)CC[C@]5(C)[C@H]4[C@@H](O)C[C@]3(C)[C@]2(C(=O)CO)O1	-0.7	3.8
CC[C@H]1CN2CCc3cc(OC)c(OC)cc3[C@@H]2C[C@@H]1C[C@H]1NCCc2cc(OC)c(OC)cc21	-0.7	1.0
C1CNCCNCCNCCN1	-3.0	-5.3
O=C(c1ccco1)N1CCN=C1SCc1cccc(Cl)c1	1.1	0.2
O=C(c1cc(-c2cccs2)on1)N1CCc2ccccc2C1	1.9	4.3
CCCCN(CC)S(=O)(=O)c1ccc(C(=O)Nc2nnc(-c3cccs3)o2)cc1	34.7	73.8
Cc1ccc(NC(=O)C2CCCN(S(=O)(=O)c3cccs3)C2)cc1 (stereo not given)	0.0	5.1
CCCC(=O)N=C1SC2CS(=O)(=O)CC2N1c1ccc(CC)cc1 (stereo not given)	-0.6	11.4
COCc1cc(C)nc(N2CCOCC2)c1C#N	-1.4	-5.4
CCOc1ccc(S(=O)(=O)NCc2csc(C)n2)cc1	-2.3	-6.9
Cc1ccc(O)c(-c2cc(C(=O)Nc3ccc(S(=O)(=O)N4CC(C)OC(C)C4)cc3)[nH]n2)c1 (stereo not given)	0.2	5.0
O=C(O)c1ccc2c(c1)N(Cc1cccc(F)c1)C(=O)CS2	-1.8	-28.2
O=C(c1cc2ccccc2c(=O)o1)N1CCCc2ccccc21	-1.1	-12.0
CCCC(=O)C1=C(N(C)c2ccccc2)CC(C)(C)C(C(=O)OC)C1=O (stereo not given)	0.3	0.6
O=C(C1CCN(S(=O)(=O)N2CCC3(CC2)OCCO3)CC1)N1CCOCC1	0.6	11.9
Cc1ccc(NC(=O)CSc2nnc(Cn3c(=O)sc4ccccc43)n2C)cc1	0.1	17.3
(cont.)
SMILES	S aureus QS inh	S aureus QS inh GFP MFI %
Cc1ccc(C)c(NC(=O)C2CC(O)CN2C(=O)OC(C)(C)C)c1 (stereo not given)	2.1	-8.0
CS(=O)(=O)Nc1cccc(C(=O)CC2(O)C(=O)Nc3ccc(Br)cc32)c1 (stereo not given)	-0.5	-10.6
Cc1ccc(N2CCN(C(=O)c3ccccc3Br)CC2)c(C)c1	0.6	4.6
O=C(O)CCC(=O)CCC(=O)c1ccccc1	1.8	4.9
Cc1ccc(-c2nnn(CC(=O)N(CC3CCCO3)C(C(=O)NC(C)(C)C)c3ccc(F)cc3)n2)o1 (stereo not given)	-0.8	1.7
COc1ccc2[nH]c(=O)c(CN(Cc3cccs3)S(=O)(=O)c3cccc4nsnc34)cc2c1	-0.3	14.5
O=C(NC1CCCc2ccccc21)C1CCCN(S(=O)(=O)c2cnc[nH]2)C1 (stereo not given)	-0.4	-0.3
O=C(Nc1nnc(/N=C/c2ccco2)s1)c1ccc(F)cc1	-3.8	-9.1
Cc1ccc2nc3c(cc(C(=O)NCC4CCCO4)n3C)c(=O)n2c1 (stereo not given)	-0.4	4.0
O=C(COc1ccc(Cl)cc1)NCc1nnc(SCC(=O)N2CCCCC2)o1	-2.4	-6.9
Cc1c(=O)n(OCc2ccccn2)c2ccccc2[n+]1[O-]	1.1	8.3
NC(=O)CN1C(=O)C2C3C=CC(C3)C2C1=O (stereo not given)	-1.2	-14.5
COc1cccc(C2CC(c3cccs3)Nc3ncnn32)c1 (stereo not given)	17.0	46.2
COc1ccc(-c2noc(COc3ccc(C)c(C)c3)n2)cc1OC	-9.9	-23.8
COc1ccc(OC)c(NC2c3ccccc3C(=O)N2Cc2ccc3c(c2)OCO3)c1 (stereo not given)	0.2	-0.9
COc1ccccc1CC(=O)Nc1ccc(OC)c(OC)c1	-2.3	-15.3
COC(=O)C1C(=O)c2c([nH]c(C(=O)OC3CCCC3C)c2C)CC1C (stereo not given)	0.0	14.2
COc1ccc(C2(C(=O)N3CCCC3)CCOCC2)cc1OC	-0.2	3.5
COc1ccc2cc(C(=O)OC(C)C)sc(=O)c2c1OC	-1.3	-7.2
COc1ccc(-c2cc3n(n2)CCc2nc4ccccc4n2-3)cc1	-0.1	-14.9
C=CCOc1nc(N(C)C)nc(N(C)C)n1	-0.3	-5.5
CCOc1ccccc1C1CC(=O)NC2=C1C(=O)CCC2 (stereo not given)	-5.6	-15.1
CCOc1cc2[nH]c(=S)n(CCCN3CCOCC3)c(=O)c2cc1OCC	-3.5	-4.5
COc1cc(C(O)c2nc3ccccc3n2C)cc(OC)c1OC (stereo not given)	-4.0	-99.6
NC(CC(=O)O)c1cccc(OCc2ccccc2)c1 (stereo not given)	-12.1	-17.9
Next section
SMILES	S aureus QS inh	S aureus QS inh GFP MFI %
O=C(CN(Cc1ccccc1F)S(=O)(=O)c1ccc(Cl)cc1)NCCCO	0.4	3.3
O=C(O)CCCCCNC(=O)c1ccncc1	-0.5	5.1
O=C(C1CCCN(Cc2ccncc2)C1)N1CCc2ccccc2C1 (stereo not given)	-2.0	-1.8
COc1ccc(NC(C)=O)cc1NC(=O)CCn1c(=O)sc2ccccc21	-1.1	-19.1
CC1CCCCN1C(=O)c1cc(-c2ccc(Cl)c(Cl)c2)on1 (stereo not given)	-7.9	-22.2
COc1ccc(OC)c2[nH]c(=O)c(CCNC(=O)c3ccc(S(=O)(=O)N(C)C)cc3)cc12	-0.9	-6.8
CCSc1nnc(NC(=O)CSc2nc3c(c(=O)n2-c2ccccc2)SCC3)s1	-5.1	-38.5
Cc1ccc(N2CCN(C(=O)CNS(=O)(=O)c3ccc(Br)s3)CC2C)cc1 (stereo not given)	1.8	8.1
C/C(=N\O)C(=O)NCc1ccncc1	-3.1	5.5
COc1ccccc1CN1C(=S)SC(C)(C)C1NO (stereo not given)	1.4	4.9
CC(=O)N(C)C1(c2nnnn2CCOC(=O)Nc2ccc(Cl)cc2)CCCCC1	0.8	2.6
CCC(C(=O)Nc1ncccn1)(C(F)(F)F)C(F)(F)F	-2.4	-7.6
Cc1ccccc1CS(=O)(=O)Cc1ccc(C(=O)NCc2ccccn2)o1	2.7	7.0
CCN(C(=O)CSc1nc2nc(C)cc(C)n2n1)c1cccc(C)c1	-0.9	-8.9
Cc1cc(NC(=O)c2cc3ccccc3o2)cc(C)c1OCC(=O)N1CCOCC1	1.5	5.2
Cc1ccc(-c2cc(C(=O)Nc3cc(C)ccc3C)[nH]n2)c(O)c1	-1.3	22.5
COc1cccc(C(c2nnnn2CCc2ccccc2)N2CCN(c3ccccc3)CC2)c1OC (stereo not given)	0.5	4.7
O=C(NC1CC2CCC1C2)c1ccc(CN2CCOCC2)cc1 (stereo not given)	-0.6	0.4
Cc1cccc(Nc2nc(N)nc(CN3CCC(C(N)=O)CC3)n2)c1C	-0.9	-6.3
COc1ccccc1NC(=O)CS(=O)(=O)c1cccc2nsnc12	-2.3	-7.6
COCCCNC(=O)CSC1=Nc2ccccc2C2=NC(Cc3c[nH]c4ccccc34)C(=O)N12 (stereo not given)	-2.1	-20.5
CCOc1ccccc1NC(=O)NC1CCN(CC(=O)Nc2ccc3c(c2)OCCO3)CC1	-2.0	-2.4
CCN1C(=O)c2ccccc2S(=O)c2ccc(C(=O)NCCCN3CCCC3=O)cc21 (stereo not given)	6.2	14.6
O=C(C1CCCN(S(=O)(=O)c2ccc(Br)s2)C1)N1CCCCCC1 (stereo not given)	-2.0	8.0
CCOC(=O)CC(=O)CSc1nnc(Cn2c(=O)sc3ccccc32)n1C	5.1	24.8
(cont.)
SMILES	S aureus QS inh	S aureus QS inh GFP MFI %
O=C(N1CCN(c2ccccc2F)CC1)C12CC3CC(CC(C3)C1)C2	1.2	3.2
CCCSc1nc2c(c(=O)[nH]c(=O)n2C)n1CCc1ccccc1	-1.7	-11.1
CC1CCc2cc(F)ccc2N1C(=O)CCC(=O)O (stereo not given)	-2.6	-36.3
CCC(Sc1nc2c(c(=O)[nH]1)CCC2)C(=O)Nc1cccc(OC)c1 (stereo not given)	-1.0	-33.9
C=CCOC(=O)C1=C(C)OC(N)=C(C#N)C1c1ccc2c(c1)OCO2 (stereo not given)	-2.2	-4.9
Cc1cc(-c2ccco2)n(CC(=O)NCCCc2ccccc2)n1	-7.9	-6.9
COc1ccc(OC)c(N2C(N)=NC(N)=NC23CCCC3)c1	-1.5	-2.6
Cc1ccc(N2C(N)=NC(N)=NC2(C)C)c(C)c1	-1.5	-56.9
CCn1cc(C(=O)NCC2CCCO2)c2cc(OC)c(OC)cc2c1=O (stereo not given)	4.5	16.2
Cc1cc(C)cc(-c2nc(-c3ccncc3)no2)c1	0.3	-14.7
CCOC(=O)c1c(C)c(C(=O)N2CCN(c3cccc(Cl)c3)CC2)c(C)n1C	6.1	13.6
COc1ccccc1-c1cc(C(=O)Nc2cc(C)nn2-c2ccccc2)no1	1.6	-0.2
COCCn1c(C)cc(C(=O)COC(=O)c2ccc(N3CCCC3=O)cc2)c1C	-0.3	-13.7
O=C(OCc1ccc2c(c1)OCO2)c1ccc(S(=O)(=O)N2CCCCC2)cc1	0.1	6.4
Cc1cccc(CN2CCNC2=O)c1	-1.3	-22.9
CS(=O)(=O)c1ccc2nc(NC(=O)C3C4C=CC(C4)C3C(=O)O)sc2c1 (stereo not given)	-1.4	5.7
COc1ccc(N(CC(=O)Nc2nc3ccc(C)cc3s2)S(=O)(=O)c2c(C)nn(C)c2C)cc1	66.5*	65.3*
COc1ccc(CCNC(=O)C2=COCCO2)cc1	-0.3	-14.8
O=C(CCCn1c(=S)[nH]c2cc3c(cc2c1=O)OCO3)N1CCN(c2ccc(F)cc2)CC1	14.9	22.8
C[C@]12CCC(=O)C=C1CC[C@@H]1[C@@H]2[C@@H](O)C[C@@]2(C)[C@H]1CC[C@]2(O)C(=O)CO	1.4	5.0
O=C1c2ccccc2C(Nc2ccc3c(c2)OCO3)N1Cc1ccc2c(c1)OCO2 (stereo not given)	2.1	6.9
CCC(C)(C)NC(=O)CN(Cc1ccc2c(c1)OCO2)C(=O)CCC(=O)Nc1ccccn1	-3.8	-12.0
CCCCC(=O)NCCNc1nc2c(c(=O)n(C)c(=O)n2C)n1Cc1ccccc1	0.2	-9.1
Cc1ccc(-c2nc(C3CCCN(S(=O)(=O)c4ccc(C(F)(F)F)cc4)C3)no2)cc1 (stereo not given)	7.1	28.3
CCN(Cc1nc2cc(OC)c(OC)cc2c(=O)[nH]1)C(=O)c1ccc(S(=O)(=O)N(C)C)cc1	-0.3	6.7

Some of the entries so far, with values under each structure.
Value order: S aureus QS inh	S aureus QS inh GFP MFI %
COCCn1c(C)cc(C(=O)COC(=O)c2ccc(N3CCCC3=O)cc2)c1C
    -0.3	-13.7
O=C(OCc1ccc2c(c1)OCO2)c1ccc(S(=O)(=O)N2CCCCC2)cc1
    0.1	6.4

Next section:
SMILES	S aureus QS inh	S aureus QS inh GFP MFI %
CCN(CC)c1ccc(NC(=O)CN2CCN(c3nc(C)cc(C)n3)CC2)cc1	10.6	36.7
COC(=O)c1c(N)nc(C)n1-c1ccc(OC)cc1	3.4	8.1
COc1ccc(OCc2nc(C#N)c(N3CCN(c4ccc(OC)cc4)CC3)o2)cc1	0.8	-4.4
COc1ccc(NC(=O)C2CCCN(S(=O)(=O)c3cccc4nonc34)C2)c(OC)c1 (stereo not given)	-3.1	-16.0
O=S(=O)(c1cnc[nH]1)N1CCc2ccccc21	-0.5	14.6
CN1CCN(S(=O)(=O)c2ccc3ccccc3c2)CC1	-1.4	-2.6
CN(C)c1ccc(NC(=O)c2cccc(N3C(=O)C4C5C=CC(C5)C4C3=O)c2)cc1 (stereo not given)	-4.9	-15.8
O=C(CCS(=O)(=O)c1cccc2nsnc12)N1CCN(Cc2ccc3c(c2)OCO3)CC1	0.4	10.8
CCN(CCCNC(=O)COc1cc(=O)n(C)c2ccccc12)c1cccc(C)c1	-3.8	-0.7
O=C(O)C1CCCN1S(=O)(=O)c1ccc2ccccc2c1 (stereo not given)	-0.2	7.0
CCN(CC)c1ccc(CNc2ccc(Br)cn2)cc1	-0.8	-27.0
Cc1nn(C)c(C)c1S(=O)(=O)N(CC(=O)NCc1cccs1)c1ccc(C(C)C)cc1	24.8	33.7
CCOc1ccc2nc(N3CCC(C(=O)N4CCN(C(=O)c5ccco5)CC4)CC3)sc2c1	-5.4	-29.4
COCCCNc1nc2c(c(=O)[nH]c(=O)n2C)n1CC(O)COc1ccccc1C (stereo not given)	-1.3	14.5
CCC1CCCCN1CCCNC(=O)C1CCC(=O)N1Cc1ccc(C)cc1 (stereo not given)	0.0	-1.4
Cn1cccc1Cc1nnc(SCC(=O)Nc2ccc(Cl)cc2)n1-c1ccc(F)cc1	12.7	23.2

These rows are one share of the data, so the mix of outcomes need not match the whole.
